Screening data as filed in PubChem.
EPAC2 antagonist – EPAC2 (human) antagonism; Q8WZA2; EPAC2 GEF exchange of Rap1B-BODIPY-GDP, fluorescence; Potency, µM (titrated, usually from 114 µM), for inactives: top-dose activity, negative = inhibition, most hits filed as inhibitors; 0.18% of 360,000 active; AID 720708; note: % is set by controls: 0 for no effect and ±100 for the full control effect; nearly all actives have a fitted effect of over 45% in size; many of its hits are not listed in these tables
Target sequence (Q8WZA2 whole entry, looked up): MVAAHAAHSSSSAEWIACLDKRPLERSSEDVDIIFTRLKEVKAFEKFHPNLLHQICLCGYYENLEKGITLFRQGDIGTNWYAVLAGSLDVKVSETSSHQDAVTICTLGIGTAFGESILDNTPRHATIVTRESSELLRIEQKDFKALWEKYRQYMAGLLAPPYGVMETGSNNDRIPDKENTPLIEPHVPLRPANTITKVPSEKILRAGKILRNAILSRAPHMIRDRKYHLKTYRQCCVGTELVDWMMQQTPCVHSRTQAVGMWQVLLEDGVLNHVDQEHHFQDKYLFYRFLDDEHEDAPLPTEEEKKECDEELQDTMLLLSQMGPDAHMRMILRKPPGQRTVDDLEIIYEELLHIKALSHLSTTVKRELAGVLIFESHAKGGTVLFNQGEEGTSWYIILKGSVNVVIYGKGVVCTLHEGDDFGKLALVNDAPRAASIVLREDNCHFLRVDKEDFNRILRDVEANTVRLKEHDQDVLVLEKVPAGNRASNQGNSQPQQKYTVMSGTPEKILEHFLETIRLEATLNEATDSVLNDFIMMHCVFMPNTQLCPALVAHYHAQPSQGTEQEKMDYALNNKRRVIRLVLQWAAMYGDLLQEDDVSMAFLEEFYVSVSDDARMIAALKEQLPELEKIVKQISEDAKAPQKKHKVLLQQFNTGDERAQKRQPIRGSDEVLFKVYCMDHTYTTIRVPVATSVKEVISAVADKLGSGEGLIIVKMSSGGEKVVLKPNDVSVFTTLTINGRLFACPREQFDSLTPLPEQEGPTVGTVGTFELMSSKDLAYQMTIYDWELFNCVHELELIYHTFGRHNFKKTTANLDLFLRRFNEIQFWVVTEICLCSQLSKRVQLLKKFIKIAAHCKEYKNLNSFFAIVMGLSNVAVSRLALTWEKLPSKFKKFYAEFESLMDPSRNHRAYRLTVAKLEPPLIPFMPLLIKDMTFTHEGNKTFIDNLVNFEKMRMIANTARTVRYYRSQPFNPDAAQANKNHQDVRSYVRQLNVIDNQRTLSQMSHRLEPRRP
MCF10A rerep – inducers of DNA re-replication in MCF 10A breast cells | MCF 10A DNA re-replication, Hoechst nuclear intensity, 48 h | Potency, µM (top dose mostly 46.1 µM), for the others: at the top dose activity, positive = re-replication, most hits filed as activators | 2.9% of 350,000 active; note: % of control where 0% means no effect; nearly all actives have a fitted effect of over 50% in size
TGFb inhibitor – inhibitors of TGF-b signaling | HepG2 CAGA-GFP TGF-b/SMAD3 reporter, GFP fluorescence, 18 h; TGF-beta stimulated, 500 pg/mL final | Potency, µM (doses to about 46.1 µM), without a hit: at the highest dose activity, negative = inhibition, hits mostly inhibitors | 1.2% of 410,000 active | AID 588855; note: % is set by controls: 0 for no effect and ±100 for the full control effect; nearly all actives have a fitted effect of over 65% in size
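First, reporter cells (HEPG2 CAGA-GFP) rested 2 h at 37 degrees C. Next, compounds were pinned in and TGF-beta added to 500 pg/mL final. After 18 h, GFP was imaged per cell and summed per well.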
A549 viability – counter-screen for Nrf2 inhibitors: cytotoxicity in A549 cells. A549 ARE-Fluc cells, CellTiter-Fluor viability, 18-24 h. Potency, µM (highest dose often 46 µM), for inactives: top-dose activity change, negative = cytotoxicity, hits mostly inhibitors. 0.16% of 390,000 active. AID 504648; note: % is set by controls: 0 for no effect and ±100 for the full control effect
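A549 ARE_Fluc cells in 5% FBS OPTI-MEM were exposed to compounds in concentration-response for 18-24 h at 37 deg C. Viability was read by CellTiter-Fluor fluorescence (Ex 405/Em 525) after 30 min, before the luciferase read.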
Nrf2 inh – Nrf2 pathway inhibition | Potency, µM (series often up to 46 µM), for inactives: top-dose activity change, negative = inhibition, usual class: inhibitors | 2.1% of 360,000 active | AID 504444 | A549 ARE-Fluc reporter, luciferase luminescence, 18-24 h; note: % is set by controls: 0 for no effect and ±100 for the full control effect; nearly all actives have a fitted effect of over 60% in size
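A549 ARE_Fluc cells (5000/well, 5% FBS OPTI-MEM) pre-incubated 2 h, then treated with compounds 18-24 h at 37C/5% CO2 in concentration-response. CellTiter-Fluor viability read first; BugLite luciferase luminescence after 15 min at room temperature gives Nrf2 activity.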
ATXN2 expr inh – ATXN2 expression inhibition; HEK-293 ATXN2-luciferase reporter, luminescence, 24 h; Potency, µM (series often up to 57 µM), for inactives: top-dose activity change, negative = inhibition, actives largely listed as inhibitors; 0.72% of 360,000 active; AID 1745845; note: % is set by controls: 0 for no effect and ±100 for the full control effect; nearly all actives have a fitted effect of over 55% in size
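ATXN2-luciferase reporter cells (luciferase flanked by upstream and downstream ATXN2 gene portions) were treated 24 h at 37 °C with compounds at up to 57 uM. SteadyGlo luminescence gave expression; GF-AFC fluorescence gave viability.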
HepG2 viability – counter-screen for TGF-b inhibitors: cytotoxicity in HepG2 cells; 0.76% of 410,000 active; AID 588856; Potency, µM (doses to about 46.1 µM), without a hit: at the highest dose activity change, negative = cytotoxicity, most hits filed as cytotoxic; HepG2 CAGA-GFP viability, ATP luminescence, 18 h; note: some results filed as inactive show a strong effect at the top dose
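CellTiter-Glo luminescence gave cytotoxicity after 18 hours at 37 degrees C. The cells were HepG2 CAGA-GFP in 1% FBS DMEM, stimulated with 500 pg/mL TGF-beta after compound addition. %Activity was normalised to no-cell wells (complete cell-killing) and DMSO (no toxicity), and curves were fitted and classified.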
S2 tox – viability counter-screen for ATXN expression inhibitors; Potency, µM (top dose mostly 56.7 µM), usual class: cytotoxic; S2 cells (HEK-293 line with an ATXN2-luciferase reporter) viability, CellTiter-Fluor protease fluorescence, 24 h; 0.49% of 400,000 active; note: nearly all actives have a fitted effect of over 40% in size
Nrf2 activator – Nrf2 pathway activation | AREc32 ARE-luciferase reporter (MCF7-derived line), luminescence, 24 h | Potency, µM (top dose mostly 46.1 µM), for the others: at the top dose activation, hits mostly activators | 0.31% of 410,000 active; note: % of control where 0% means no effect; nearly all actives have a fitted effect of over 65% in size
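Quantitative high-throughput format: AREc32 reporter cells, 1000 per well, received compound by pin transfer and were incubated 24 hr at 37 deg C, 5% CO2, before Steady-Glo luminescence detection.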
The depositor's hits bear a star; i = inactive; ? = inconclusive; / = no result given; & = joins results of further samples; [ ] = another dose, or the depositor's remark. Calls come from the whole dose curve; as a rule, active = well fitted curve in the direction sought with a large enough effect; inconclusive = small, poorly fitted or top-dose-only effect, or another doubt; inactive = no such curve, though single readings can be large; an effect the other way counts as inactive or inconclusive. Potency is the fitted concentration of half-maximal effect. The list is partial; the hit share may differ from the screen's.

SMILES	EPAC2 antagonist	MCF10A rerep	TGFb inhibitor	A549 viability	Nrf2 inh	ATXN2 expr inh	HepG2 viability	S2 tox	Nrf2 activator
CC12CN(Cc3ccccc3)CC(C)(CN(Cc3ccccc3)C1)C2=O	3.4%	2.2%	3.5%	-0.2%	2.7%	-25.0%	-7.7%	?	-1.6%
CCOC(=O)/C(C#N)=C/c1cn(CCC(=O)O)nc1-c1cccc(Br)c1	-8.9%	26.2%	6.7%	-14.5%	-23.2%	-24.5%	5.7%	i	0.3%
CC(=O)Nc1ccc(-c2csc(NCc3ccco3)n2)cc1	-5.4%	-0.2%	11.3%	-12.9%	?	46.3%[activator]	-6.3%	i	4.3%
CC(C)(C)OC(=O)N1CCC(c2c(C(=O)NCCN3CCOCC3)cnn2-c2cccc(F)c2)CC1	/	/	-14.3%	15.5%	4.5%	-9.4%	-10.1%	i	-0.7%
Cc1ccc(-n2c3nc(=O)[nH]c(=O)c-3cc3c(C)nn(-c4ccccc4)c32)c(C)c1	-6.1%	0.7%	-10.2%&-8.9%	-1.3%&2.9%	-5.5%&-4.0%	0.7%&-15.0%	-5.4%&-3.6%	i	-0.5%&-0.8%
CCc1nc(SCC(=O)NCC2CCCO2)c2c(=O)n(C)c(=O)n(C)c2n1 (centres undefined)	2.2%	-7.0%	2.5%	5.4%	8.7%	-8.6%	-16.8%	i	0.1%
CCOc1ccccc1N(C)C(=O)Cn1cnc2onc(-c3ccc(F)cc3)c2c1=O	/	/	10.8%	-0.4%	7.0%	-4.9%	-49.0%	i	-0.7%
Cc1cc(C)cc(NC(=S)NC(=O)CCN2C(=O)c3ccccc3C2=O)c1	5.0%	-18.4%	-2.6%	2.5%	2.9%	-8.5%	-3.4%	i	-0.4%
COc1cccc(CNC(=O)C2CCCN(S(=O)(=O)c3c(C)[nH]c(=O)[nH]c3=O)C2)c1 (centres undefined)	7.8%	14.5%	33.3%[activator]	-0.9%	0.5%	-13.0%	5.1%	i	-0.6%
CN(C)c1cc[n+](Cc2c(Cl)cccc2Cl)cc1	-1.0%	?	?	?	?	-25.4%	-25.3%	i	-0.5%
Cc1cccc(-n2c(N)cc(=O)nc2SCC(=O)Nc2nnc(C)s2)c1	2.2%	-0.4%	?	0.0%	-5.3%	-2.5%	-5.6%	i	-0.1%
CCc1ccc(Cn2c(CNS(=O)(=O)c3ccc4c(c3)CCCC4)nc3cccnc32)cc1	/	/	?	-5.1%	/	/	-26.0%	/	5.4%

Reprinted at random: 3 entries already listed
SMILES	EPAC2 antagonist	MCF10A rerep	TGFb inhibitor	A549 viability	Nrf2 inh	ATXN2 expr inh	HepG2 viability	S2 tox	Nrf2 activator
CC(=O)Nc1ccc(-c2csc(NCc3ccco3)n2)cc1	-5.4%	-0.2%	11.3%	-12.9%	?	46.3%[activator]	-6.3%	i	4.3%
CC12CN(Cc3ccccc3)CC(C)(CN(Cc3ccccc3)C1)C2=O	3.4%	2.2%	3.5%	-0.2%	2.7%	-25.0%	-7.7%	?	-1.6%
CCOC(=O)/C(C#N)=C/c1cn(CCC(=O)O)nc1-c1cccc(Br)c1	-8.9%	26.2%	6.7%	-14.5%	-23.2%	-24.5%	5.7%	i	0.3%

Going on with the list:
SMILES	EPAC2 antagonist	MCF10A rerep	TGFb inhibitor	A549 viability	Nrf2 inh	ATXN2 expr inh	HepG2 viability	S2 tox	Nrf2 activator
O=C(Nc1nc2c(s1)CN(Cc1ccccc1)CC2)c1c(F)cccc1F	4.2%	-9.6%	-19.9%	0.7%	?	22.9%	-1.5%	/	2.9%
OC[C@@H]1CN(CCN2CCOCC2)C[C@H](n2cnc3c(NC4CCC4)ncnc32)O1	18.2%	/	2.2%	/	/	16.0%	-1.2%	i	-1.0%
COc1ccccc1NC(=O)COC(=O)C1=NN(c2ccccc2)C(=O)CC1	-4.9%	0.6%	17.0%	4.0%	-6.1%	-12.1%	0.2%	i	0.0%
CC(C)[C@H](NC(=O)OC(C)(C)C)C(=O)N/N=C/c1ccc2nccnc2c1	-13.8%	-0.7%	-21.1%	?	6.9%	/	2.3%	i	0.3%
CCN(CC)c1ccc(/C=N/NC(=O)c2cccc(N3CCCC3=O)c2)cc1	5.0%	?	12.7%	-10.1%	-3.5%	17.8%	12.2%	i	2.3%
CCOC(=O)N1CCN(Cc2nc3c(c(=O)[nH]c(=O)n3C)n2Cc2cc(C)ccc2C)CC1	-0.2%	0.4%	15.1%	3.6%	-1.9%	10.2%	3.7%	i	-0.5%
Nc1nc(Cl)cc(Sc2ccc3ccccc3c2)n1	3.0%	?	8.9%	-0.4%	/	23.2%	6.9%	?	5.4%
CC(NC(=O)c1ccccc1SCC(=O)N1CCCC1)c1ccc(F)cc1 (centres undefined)	-0.2%	-1.6%	2.3%	-9.8%	-11.2%	2.7%	2.6%	i	0.4%
CC(C)(C)N(Cc1ccccc1)C(=O)COC(=O)CNC(=O)c1ccco1	-4.2%	7.1%	?	1.4%	-7.8%	-16.9%	20.4%	i	-0.1%
O=C1CC(c2ccccc2)CN1Cc1ccccc1 (centres undefined)	-0.8%	23.8%	25.6%	-1.6%	/	-0.6%	11.2%	i	-0.4%
COCCN(C(=O)C(C)C)c1nnc(-c2ccc(C(C)(C)C)cc2)s1	-13.3%	?	0.6%	-22.5%	-5.6%	12.3%	-15.6%	i	0.1%
Cc1ccc(-c2nc(CS(=O)(=O)CC(=O)NC3CC3)c(C)o2)cc1	4.4%	-7.8%	?	0.2%	2.2%	/	-2.7%	?	-0.2%
CC(=O)N1CCN(C(=O)c2ccc(S(=O)(=O)Nc3ccccc3C)cc2)CC1	-5.9%	-5.6%	1.2%	10.9%	-17.8%	-31.1%	-5.2%	i	-0.6%
COc1ccc(CC(=O)Nc2cc(Cl)ccc2O)cc1	12.4%	-3.3%	?	-1.6%	-9.9%	-13.9%	-24.5%	i	8.7%
CCc1ccc(-n2c(C)nc3cc(C(=O)NCc4cccnc4)ccc32)cc1	-1.4%	20.3%	-1.5%	2.7%	-6.1%	-21.9%	2.7%	i	-0.2%
Cc1ccc(S(=O)(=O)NCc2ccc(C(=O)N(C)CCC#N)cc2)cc1	2.9%	-2.9%	0.4%	-5.0%	5.0%	3.3%	-18.4%	i	0.0%
O=C(NCCc1ccc(Cl)cc1Cl)c1ccc2nc[nH]c2c1	-5.8%	0.8%	16.0%	5.9%	-8.1%	-12.2%	8.4%	i	-0.7%
Cc1cc(-c2ccc(S(=O)(=O)Nc3cc(Cl)ccc3C)s2)on1	/	/	0.0%	4.7%	23.4%	/	-29.6%	/	-1.1%
COc1ccccc1-n1c(C)nnc1SCC(=O)Nc1cccc(C(C)=O)c1	1.9%	0.3%	-3.8%	13.7%	15.8%	0.1%	-9.4%	i	-0.8%
CC(=O)Nc1ccc(OC(=O)c2ccc(Br)c([N+](=O)[O-])c2)cc1	?	14.6%	-28.5%	0.7%	12.9%	-18.4%	-18.1%	i	?
COc1ccc2[nH]c3c(c2c1)CCN1C(=O)C(CC(=O)NC(C)(C)C)C[C@H](C(=O)N2CCCCC2)[C@@]31CCc1ccccc1 (some centres undefined)	-13.0%	-51.5%[inhibitor]	1.2%	-28.2%	?	1.1%	19.2%	i	-1.0%
O=C(c1cccc(Cl)c1)N1CCN(Cc2ccccc2)CC1	-1.8%	-0.2%	-0.5%	-12.6%	-19.2%	/	-2.9%	i	0.4%
O=C(Nc1cccc(NC(=O)c2cccs2)c1)c1ccc2c(c1)OCO2	-21.4%	1.0%	-8.7%	?	?	-14.4%	-5.7%	i	2.4%
Cc1ccc2nc(NC(=O)C3CCN(S(=O)(=O)c4ccc5c(c4)oc(=O)n5C)CC3)sc2c1	6.9%	5.2%	?	-6.2%	22.1%	-16.1%	-83.9%	i	-0.9%
O=C(CS(=O)(=O)c1ccc(F)cc1)NCCS(=O)(=O)c1ccccc1	13.7%	0.3%	1.7%	8.9%	7.0%	/	-0.9%	i	0.4%
O=C(NCc1cccc(Cl)c1)c1cnccn1	-0.4%	-7.1%	-7.2%	4.1%	/	2.9%	-2.5%	i	0.2%
Cc1cc(C)c2nc(N(Cc3cccnc3)C(=O)Cc3ccccc3)sc2c1	/	/	0.0%	-10.1%	/	/	4.3%	/	0.1%
CCn1ccnc1CN(C)Cc1cn[nH]c1-c1ccc(F)cc1F	-8.7%	5.7%	-2.6%	5.4%	-5.8%	17.3%	-4.9%	i	-0.5%
CC(=O)N1N=C(c2cccc([N+](=O)[O-])c2)OC1c1ccccc1Cl (centres undefined)	-3.1%	16.6%	-1.6%	-1.6%	2.5%	2.8%	-16.3%	i	5.2%
CN1C[C@@H]2C(c3ccc(Cl)nc3)C3(c4ccccc4)CC2(C3)[C@H]1c1ccccc1 (some centres undefined)	-5.8%	-0.5%	-44.6%	-8.2%	-5.6%	-10.9%	-11.7%	i	6.2%
Cc1nc2cc(OCc3cc(C(=O)NC(C)c4cnn(C)c4)no3)ccc2s1 (centres undefined)	23.6%	-9.0%	-12.6%	-11.1%	-13.7%	18.0%	8.7%	i	6.3%
Cc1ccc(C)c(CN2C(=O)c3ccccc3S(=O)(=O)c3ccc(C(=O)N4CCN(c5ccccn5)CC4)cc32)c1	/	/	/	9.9%	-16.8%	/	-22.7%	/	6.4%
COCCN1C[C@@H](CO)O[C@@H](n2cnc3c(NCCO)ncnc32)C1	12.1%	/	-3.4%	/	/	2.9%	-19.1%	i	-0.4%
O=C(OCc1nnc(-c2ccccc2)o1)C1=COCCO1	-3.0%	5.5%	10.6%	3.8%	18.4%	6.2%	6.0%	i	2.7%
COc1cc(OC)c2c(-c3cccc(-c4ccc(F)c(Cl)c4)c3)cc(=O)oc2c1	3.7%	4.61µM*	?	-1.7%	-0.4%	-11.8%	-30.1%	i	0.2%
Cc1cccc(C(=O)Nc2ccc(O)cc2C(=O)O)c1	3.5%	0.6%	?	-0.5%	5.5%	2.5%	-8.3%	i	0.4%
O=C(N1CCOCC1)N1CCN(S(=O)(=O)c2ccccc2)C1	-7.0%	325.8%[0.0737 µM]	17.7%	-2.0%	5.7%	4.0%	-13.7%	i	0.2%
O=C(Nc1ccc2c(c1)OCO2)c1ccc2sc([C@@H]3O[C@H](CO)[C@H](O)[C@H](O)[C@H]3O)nc2c1	7.4%	/	27.9%	/	/	10.4%	-34.1%	i	0.4%
